IL1B NFkB pot: enhances IL-1B driven NFkB nuclear translocation | HUVEC IL-1B NFkB p65 nuclear translocation imaging | AID 819 | activation, % at 2 µM | 94,000 compounds, 0.3% hits;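 active = activation above 40%, about the mean plus 3 SD, also judged a hit on visual image review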;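 also: percent activation is computed from the nuclear over cytoplasmic p65 intensity ratio; values of inactives mirror those of a sister screen read the other way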
NFkB transloc inh: blocks IL-1B driven NFkB nuclear translocation in HUVEC cells; 94,000 compounds, 0.43% hits; AID 796; HUVEC IL-1B NFkB p65 nuclear translocation imaging; inhibition, % at 2 µM;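 active = inhibition above about 30% together with a positive call from visual inspection of the well image, limit read from the data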;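 also: nuclear over cytoplasmic p65 intensity ratio measured by imaging; 0% = IL-1B stimulated DMSO wells and 100% = unstimulated DMSO wells; values of inactives mirror those of a sister screen read the other way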
PLAP inhibitors HTS: inhibition of human placental alkaline phosphatase – biochemical, luminescence, HTS (AID 690); purified PLAP, luminescent substrate; higher % means a stronger effect; inhibition, % at 20 µM, or IC50 in µM where a hit was titrated; 96,000 compounds, 0.08% hits; in the data active = a potency from the dose series; inactive = the rest, 99 in 100 with inhibition below about 30%; also: strong numbers were not always called active
MRP reversal: reverses drug resistance mediated by MRP | H69AR cells + 2 uM doxorubicin, CellTiter-Glo, 72 h | differential viability (reversal), % at 10 µM | 85,000 compounds, 0.04% hits | AID 602;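 active = viability drop by adding the cancer drug above about 55%, with treated viability meeting a 40% cutoff, limit read from the data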;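 also: viability without doxorubicin minus viability with 2 µM doxorubicin for each compound; larger differential means the compound sensitizes cells more to doxorubicin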
Bcl-B displacement: displacers of TR3 peptide from Bcl-B, primary screen, selectivity assay for Bfl-1 inhibitor project, biochemical, fluorescence polarization; AID 748; displacement, % at 20 µM; hits with a dose series show IC50 in µM; FP displacement of FITC-TR3 peptide from Bcl-B; higher % means a stronger effect; 96,000 compounds, 0.11% hits;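 active = displacement above 50% at 20 µM plus a fluorescence interference ratio under 1.5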;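 also: plate controls were wells without compound for no effect and wells lacking Bcl-B protein for full effect; a part of the inactive calls stands beside numbers as strong as those of hits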
MRP reversal cytotoxicity: further read-out of MRP reversal, marked with its call; viability, %; H69AR cells, CellTiter-Glo, 72 h; measured here: cytotoxicity without doxorubicin
MRP reversal with doxorubicin: further read-out of MRP reversal, marked with its call; viability, %; measured here: viability with 2 uM doxorubicin; hits give low values
NFkB transloc inh cell count 2 µM: recorded beside NFkB transloc inh, whose call it bears; cell count; measured here: cells passing quality filter;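 raw number of nuclei counted in each imaged well without normalization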
IL1B NFkB pot cell count 2 µM: second read-out of IL1B NFkB pot, no call of its own (marks repeat the call); cell count; measured here: cells passing quality filter
The depositor's hits bear a star; · = no result given. These rows are one share of the data, so the mix of outcomes need not match the whole.

SMILES	IL1B NFkB pot	IL1B NFkB pot cell count 2 µM	NFkB transloc inh	NFkB transloc inh cell count 2 µM	PLAP inhibitors HTS	MRP reversal	MRP reversal cytotoxicity	MRP reversal with doxorubicin	Bcl-B displacement
O=C(COC(=O)C1(c2ccc(F)cc2)CCCC1)NC1CC1	-8	176	8	176	10%	·	·	·	-2%
CCn1c(=O)cc(SCC(=O)Nc2ccc3c(c2)OCCO3)c2ccccc21	-9	139	9	139	-35%	-21	70	91	-5%
Nc1ccc(-c2nc3ccccc3[nH]2)cc1	4	152	-4	152	-2%	4	78	75	-1%
CCn1c(SCc2nc(-c3cccs3)no2)nnc1-c1c[nH]c2ccccc12	-4	165	4	165	11%	-20	74	94	-2%
Cc1noc(C)c1S(=O)(=O)N1CCC2(CC1)OCCO2	19	128	-19	128	-11%	18	98	80	-1%
COC(=O)c1ccc(N2CCN(S(=O)(=O)c3c(C)cc(C)cc3C)CC2)c([N+](=O)[O-])c1	·	·	·	·	-37%	·	·	·	0%
CN1CCN(C(=O)c2ccc3c(=O)n(Cc4ccco4)c(=S)[nH]c3c2)CC1	4	169	-4	169	-47%	10	95	85	-3%
C/C(=C\c1ccccc1)CN1CCN(c2ccccc2F)CC1	-7	165	7	165	15%	20	107	88	-4%
Cc1nc2nc(CCc3ccccc3)nn2c(C)c1Cl	7	173	-7	173	11%	2	90	88	0%
CCC1CCc2c(sc(NC(=O)CSc3nc(-c4ccco4)cc(C(F)(F)F)n3)c2C#N)C1 (stereo not drawn)	·	·	·	·	-30%	-1	92	93	-34%
CCOC(=O)C(C)c1c(C)[nH]c(=S)[nH]c1=O (stereo not drawn)	6	219	-6	219	16%	6	97	91	-7%
Cc1ccc(-n2nc3c(c2NC(=O)c2ccc(Br)o2)CSC3)c(C)c1	-4	87	4	87	-31%	-11	100	111	0%

Reprinted from the part before: 4 entries, followed by the next part.
SMILES	IL1B NFkB pot	IL1B NFkB pot cell count 2 µM	NFkB transloc inh	NFkB transloc inh cell count 2 µM	PLAP inhibitors HTS	MRP reversal	MRP reversal cytotoxicity	MRP reversal with doxorubicin	Bcl-B displacement
Cc1nc2nc(CCc3ccccc3)nn2c(C)c1Cl	7	173	-7	173	11%	2	90	88	0%
CCC1CCc2c(sc(NC(=O)CSc3nc(-c4ccco4)cc(C(F)(F)F)n3)c2C#N)C1 (stereo not drawn)	·	·	·	·	-30%	-1	92	93	-34%
CCOC(=O)C(C)c1c(C)[nH]c(=S)[nH]c1=O (stereo not drawn)	6	219	-6	219	16%	6	97	91	-7%
Cc1ccc(-n2nc3c(c2NC(=O)c2ccc(Br)o2)CSC3)c(C)c1	-4	87	4	87	-31%	-11	100	111	0%
COC(=O)CSc1nnc(-c2ccccn2)n1Cc1ccco1	30	143	-30	143	·	3	100	97	·
O=C(CN(c1ccc2c(c1)OCCO2)S(=O)(=O)c1ccccc1)NCc1ccco1	-11	170	11	170	17%	2	93	90	5%
COc1cc(Cl)c(C)cc1NC(=O)CNC(=O)Cn1cnc2ccccc2c1=O	-10	173	10	173	-21%	·	·	·	1%
Cc1cc(C)c2cc(CN(Cc3ccc4c(c3)OCO4)Cc3nnnn3Cc3ccco3)c(=O)[nH]c2c1	7	142	-7	142	-61%	·	·	·	-3%
CC1Cc2cc(/C(O)=C3\C(=O)C(=O)N(CCN4CCOCC4)C3c3ccccc3F)ccc2O1 (stereo not drawn)	-2	214	2	214	-23%	6	92	86	-7%
CC(=O)CSc1nnc(Cc2ccc3c(c2)OCO3)o1	11	110	-11	110	·	6	103	96	·
COc1cc(Cl)c(S(=O)(=O)NCc2cccnc2)cc1Cl	10	118	-10	118	7%	3	78	75	-4%
CN1c2ccccc2C(C)(C)[C@]12C=Cc1cc(O)ccc1O2	-2	177	2	177	44µM*	-14	9	22	-76%
CCOC(=O)CC1C(=O)NCCN1S(=O)(=O)c1cc(Cl)c(Cl)cc1Cl (stereo not drawn)	-14	139	14	139	-13%	·	·	·	-4%
CC1CCCN(c2ccc(C(=O)NCCc3ccccc3)cn2)C1 (stereo not drawn)	0	84	0	84	4%	-2	64	66	-6%
Nn1c(-c2cccs2)nc2sc3c(c2c1=O)CCCC3	5	161	-5	161	-42%	-26	31	57	-43%
Cc1c(C2OC(=O)C3(CCCCC3)C(=O)C2(C)C)c(=O)n(-c2ccccc2)n1C (stereo not drawn)	-1	79	1	79	-68%	21	101	81	8%
CCN(CC)C(=O)CSc1nc2cc3c(cc2c(=O)n1Cc1ccc2c(c1)OCO2)OCO3	·	·	·	·	18%	20	98	79	4%
O=C(NCc1ccco1)c1cccn2c(=O)c3cc4ccccc4cc3nc12	-4	165	4	165	-25%	9	21	12	-25%
O=C(Nc1ccc2c(c1)OCO2)c1cnn2c(C(F)(F)F)cc(-c3ccco3)nc12	-3	80	3	80	-29%	-7	27	34	10%
Clc1ccc(Cn2ncc3c(NCCN4CCOCC4)ncnc32)cc1	6	116	-6	116	-62%	-4	101	105	-10%
Cn1c(-c2ccc(C=O)s2)nc2ccccc21	10	189	-10	189	18%	2	86	84	-1%
CC(=O)Nc1cccc(NC(=O)C2CCCN2C(=O)Nc2ccccc2C)c1 (stereo not drawn)	10	171	-10	171	12%	10	95	85	0%
COc1ccc(C(=O)Nc2cc(-c3nn4c(C)nnc4s3)ccc2C)cc1	17	188	-17	188	-18%	7	77	70	-8%
Cc1cc2cc(C(c3nnnn3CC3CCCO3)N3CCCc4ccccc43)c(=O)[nH]c2cc1C (stereo not drawn)	-14	125	14	125	-77%	8	103	95	-3%
Nc1nc2ccccc2n1/N=C/c1ccc(Br)cc1	8	121	-8	121	4%	4	81	78	-1%
O=C(CCc1ccc(S(=O)(=O)N2CCOCC2)cc1)Nc1cc(Cl)ccc1N1CCOCC1	1	106	-1	106	-44%	·	·	·	12%
O=C(Nc1ccc2snnc2c1)Nc1cccc2ccccc12	-28	19	28	19	13%	0	9	9	6%
Cc1ccc2nc(-c3ccccc3)nc(SC(C)C(=O)NCc3cccs3)c2c1 (stereo not drawn)	10	111	-10	111	6%	·	·	·	-1%
Cn1c2c(c(=O)n(C)c1=O)CN(CCN1CCNCC1)CN2	-1	105	2	105	-22%	6	103	98	10%
O=C(c1cn(-c2ccccc2)nc1-c1ccc(F)cc1)N1CCOCC1	·	·	·	·	-71%	3	94	91	-2%
CCCn1nc(C(=O)NCC(C)(C)N2CCOCC2)c2ccccc2c1=O	-18	162	18	162	-9%	6	75	70	6%
Cc1c(N=C/C=C2/N(C)c3ccccc3C2(C)C)c(=O)n(-c2ccccc2)n1C	-8	83	8	83	·	2	92	90	·
CCC(c1nnnn1C1CCCC1)N1CCN(C(=O)c2ccco2)CC1 (stereo not drawn)	·	·	·	·	-67%	-5	90	95	7%
CCN(CC)S(=O)(=O)c1ccc(C(=O)OCC(=O)c2ccc3c(c2)NC(=O)CO3)cc1	1	115	0	115	0%	·	·	·	0%
COc1ccc(NC(=O)CC2C(=O)N(CCc3ccccc3)C(=S)N2Cc2cccnc2)cc1 (stereo not drawn)	0	166	-3	116	-26%	·	·	·	-9%
Cc1ccccc1OCC1Cn2c(nc3c2c(=O)[nH]c(=O)n3C)O1 (stereo not drawn)	4	150	-4	150	4%	4	88	85	7%
CC(C)[C@H](NC(=O)c1cccc(S(=O)(=O)N2CCCC2)c1)c1nc2ccccc2[nH]1	-3	200	3	200	6%	·	·	·	-14%
CCN(CC)S(=O)(=O)c1ccc2c(c1)nc(SCC(=O)N1CCCCCC1)n2-c1ccc(OC)cc1	-8	174	8	174	-52%	·	·	·	-10%
COC(=O)c1cc(OC)c(OC)cc1NC(=O)CN1CCOCC1	2	100	-2	100	-47%	14	92	77	-18%
CSCCC(NS(=O)(=O)c1ccc2c(c1)oc(=O)n2C)C(=O)NC1CCC(C)CC1 (stereo not drawn)	·	·	·	·	-1%	7	93	86	-2%
O=C(Nc1cccc(F)c1)C1CCN(C(=O)c2ccccc2Cl)CC1	16	49	-16	49	-30%	8	88	79	-4%
C=CCc1cccc2cc(C(=O)NCc3ccc(C(=O)OCC)o3)c(=O)oc12	-10	53	10	53	-31%	11	85	74	-1%
CCOC(=O)c1sc(NC(=O)CSc2nc3c(cc2C#N)CCC3)c(C#N)c1C	1	97	-1	97	·	-18	61	80	·
CCCCNC(=O)CC1C(=O)N(Cc2ccccc2)C(C)c2nc3ccccc3n21 (stereo not drawn)	5	123	-5	123	-31%	14	100	86	-2%
Cc1cccc(NC(=O)CCc2ccc(C)o2)c1	-1	80	2	80	-17%	-2	104	106	-3%
OCc1ccc(O)c2ncccc12	0	147	0	147	-61%	-12	22	34	6%
COCCCNC(=O)CC(NS(=O)(=O)c1ccc(F)cc1)c1ccc(OC)cc1 (stereo not drawn)	10	182	-10	182	-1%	-1	106	107	2%
Cc1ccc(Cn2c(=N)c(C(=O)NCc3ccco3)cc3c(=O)n4ccccc4nc32)cc1	-2	133	2	133	·	-8	49	57	·
COc1ccccc1-c1cc(C(F)(F)F)n2ncc(S(=O)(=O)c3ccccc3)c2n1	3	126	-3	126	-27%	·	·	·	22%
CCCCCc1ccc(S(=O)(=O)NCCc2ccncc2)cc1	16	166	-16	166	-33%	8	94	86	5%
CCCCn1c(SCC(=O)NCc2ccccc2)nc2ccc(N3CCOCC3)cc2c1=O	21	146	-21	146	-41%	-23	54	78	10%
O=C(OCCn1cncn1)c1cc2ccccc2oc1=O	6	130	-6	130	8%	3	98	95	-8%
Cc1ccc(NC(=O)COC(=O)c2ccn(C)n2)cc1	5	132	-5	132	0%	3	85	82	2%
CCC1(COC(=O)Nc2cccc(Cl)c2)COC1	-4	133	4	133	19%	15	83	69	9%
COCCCNC(=O)CC(NS(=O)(=O)c1ccc(Cl)cc1)c1ccc(OC)cc1 (stereo not drawn)	·	·	·	·	-82%	2	92	90	-7%
COC(=O)CCc1c(C)[nH]c(=S)[nH]c1=O	-6	108	6	108	11%	-7	97	105	-6%
Cc1ccc(C(=O)CSc2nsc(C)c2C#N)cc1	-3	133	3	133	18%	·	·	·	-4%
CSCCC(/C(O)=C(\C#N)c1nc2ccccc2[nH]1)N1C(=O)c2ccccc2C1=O (stereo not drawn)	-2	204	2	204	-99%	7	84	78	-10%
Cc1ccc(CNC(=O)CCc2ccc(S(=O)(=O)NC3CCCCC3)cc2)cc1	7	175	-7	175	-9%	·	·	·	6%
CSCCC(NC(=O)c1ccoc1C)C(=O)O (stereo not drawn)	2	187	-2	187	6%	·	·	·	-2%
O=C(NC1CCCc2ccccc21)c1ccccc1Br (stereo not drawn)	3	169	-3	169	-2%	·	·	·	1%
O=S(=O)(NC1=NCCCCCC1)c1cccs1	-7	130	7	130	19%	3	104	101	-5%
O=c1c2cc(Br)cc(Br)c2oc2nc3n(c(=O)c12)CCCS3	17	198	-17	198	-56%	12	86	74	11%
COc1cc(OC)cc(C(=O)NCCN2CCOCC2)c1	1	119	-1	119	7%	8	103	95	-5%
Additional records follow.
SMILES	IL1B NFkB pot	IL1B NFkB pot cell count 2 µM	NFkB transloc inh	NFkB transloc inh cell count 2 µM	PLAP inhibitors HTS	MRP reversal	MRP reversal cytotoxicity	MRP reversal with doxorubicin	Bcl-B displacement
Cc1cc(C)nc(N2N=C(C(C)(C)C)CC2=O)n1	12	174	-12	174	-16%	1	95	94	2%
COc1ccc(NC(=O)CCN2CCC(C)CC2)cc1	5	77	-5	77	20%	-5	87	92	-6%
CCOC(=O)c1ccc(NC(=O)CNC(=O)C23CC4CC(CC(C4)C2)C3)cc1	0	140	0	140	-11%	-2	107	110	-8%
Cc1cccn2c(=O)c(/C=N/O)c(N3CCCCC3)nc12	6	130	-6	130	-12%	-1	77	78	-5%
O=c1c2c(nc3cc(-c4ccc(F)cc4)[nH]n13)CCCC2	-2	113	2	113	10%	1	84	83	-6%
COc1cc(N)c(Cl)cc1NC(=O)c1ccccc1	2	142	-2	142	11%	-9	73	82	-6%

Some of these compounds in order of their number in IL1B NFkB pot cell count 2 µM, lowest first:
canonical_smiles | IL1B NFkB pot cell count 2 µM
COc1ccc(NC(=O)CCN2CCC(C)CC2)cc1 | 77
O=c1c2c(nc3cc(-c4ccc(F)cc4)[nH]n13)CCCC2 | 113
Cc1cccn2c(=O)c(/C=N/O)c(N3CCCCC3)nc12 | 130
